UTI89 phage lysis – inhibition of K1F phage lysis, E. coli UTI89, bacterial capsule biogenesis inhibitors, alamar blue (AID 488966) | E. coli UTI89 K1F phage lysis, alamar blue, 2 h; higher % means a stronger effect | inhibition, % at 100 µM; hits with a dose series show IC50 in µM | hit rate 0.02% among 340,000;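 active means phage lysis inhibition, versus mean bacterial control, above a set limit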;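 further: capsule biogenesis inhibitors block K1F phage lysis so surviving cells raise fluorescence; higher fluorescence means more inhibition of phage lysis; actives were called in the ten point dose series up to 300 µM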
Starred values were filed as active, the others as inactive; [ ] = dose if it differs, or a comment. A portion of the library (hit frequency here may not be typical).

item	compound	UTI89 phage lysis
1	Cc1cc(N2CCc3ccccc32)n2ncnc2n1	0.3%
2	COC(=O)C[C@H]1C=C[C@@H](C(C(=O)OC)C(=O)OC)CN1C(C)=O	0.2%
3	Cc1nc(SCC(=O)NC2CCS(=O)(=O)C2)c2c3c(sc2n1)CCC3 (stereo not given)	-3.6%
4	O=C(NCC(c1ccco1)N1CCN(c2ccccc2F)CC1)C(=O)NC1CCCCC1 (stereo not given)	1.0%[50 µM]
5	Nc1ccc(S(=O)(=O)Nc2nccs2)cc1N=Nc1ccccc1[N+](=O)[O-]	-2.0%
6	COc1ccc(NC(=O)N(C)C[C@H]2Oc3c(NC(=O)Cc4ccccc4)cccc3C(=O)N([C@H](C)CO)C[C@@H]2C)cc1	-0.3%
7	Cc1ccc(OCC(=O)N(Cc2ccco2)c2c(N)n(Cc3ccccc3)c(=O)[nH]c2=O)cc1C	0.5%[50 µM]
8	O=[N+]([O-])c1ccc(C=NNC(=S)Nc2ccc(F)cc2)cc1	-2.5%
9	O=C(CC1OC(=O)c2ccccc21)NNC(=O)c1ccc(F)cc1 (stereo not given)	0.5%[50 µM]
10	Cc1cccnc1NC(=O)CNC(=O)c1cccs1	1.0%[50 µM]

Following part:
item	compound	UTI89 phage lysis
11	O=S(=O)(NCCC1=CCCCC1)c1c(Cl)cccc1Cl	-0.5%[50 µM]
12	Cc1ccc(CNC(=O)c2ccc(S(=O)(=O)N3CCCCC3)cc2)cc1	0.2%[50 µM]
13	Cc1ccc(CN(C)C(=O)c2cccc(S(=O)(=O)N3CCN(c4ccccc4)CC3)c2)cc1	0.6%[50 µM]
14	COc1ccc2nc(-c3ccccc3)cc(C(=O)OCC(=O)N3CCCCC3)c2c1	-0.1%[50 µM]
15	CC1(C)O[C@@H]2[C@H](O1)[C@@H](CO)O[C@H]2n1cc(Br)c(=O)[nH]c1=O	0.3%
16	O=C1NC(c2ccccc2)N=C2Oc3ccccc3C=C12 (stereo not given)	-5.5%
17	COC(=O)C1CCN(C(=O)COC(=O)c2ccc3[nH]c4c(c3c2)CCCC4)CC1	1.2%[50 µM]
18	CCC(O)(Cc1ccccn1)Cc1ccccn1	-1.1%
19	CCOc1ccccc1OCC(=O)NN=C1CCCC(=O)C1	-2.0%
20	COc1ccc2c(c1)OC[C@H]1[C@H]2N2C(=O)CN(Cc3ccc(F)cc3)C(=O)[C@@]2(C)[C@H]1c1ccccc1	0.6%

Other compounds
item	compound	UTI89 phage lysis
21	COCCCN(C(=O)CCOc1ccc(C(C)(C)C)cc1)c1c(N)n(Cc2ccccc2)c(=O)[nH]c1=O	0.2%[50 µM]
22	CC(=O)C1CCC2C3CCC4=CC(=O)CCC4(C)C3(Br)C(=O)CC12C (stereo not given)	2.3%
23	COc1ccc(S(=O)(=O)Nc2cc3c4c(c2)C(C)C(=O)N4CCC3)cc1OC (stereo not given)	1.7%[50 µM]
24	Cc1cccc(NS(=O)(=O)c2ccc(C)c(C(=O)N(C)C)c2)c1	1.0%[50 µM]
25	CC(=O)N(c1ccccc1)c1nc2ccccc2s1	0.9%
26	CC(=O)Nc1ccc(SC[C@H](Cc2ccccc2)N2CC[C@@H](C)CCC2=O)cc1	0.8%
27	CC(OC(=O)CCC1CCCC1)C(=O)Nc1ccccc1[N+](=O)[O-] (stereo not given)	0.6%[50 µM]
28	CCOC(=O)C1=C(C(=O)OCC)N(Cc2ccccc2)CCC1=O	0.2%
29	Cc1noc(C)c1COc1ccccc1C(=O)N(C)CC(=O)Nc1ccc(F)cc1	1.0%[50 µM]
30	O=C(CCNC(=O)c1ccc(Cl)cc1)NCC(c1ccco1)N1CCCC1 (stereo not given)	1.2%[50 µM]

Reprinted from the part before: 3 compounds, followed by the next part.
item	compound	UTI89 phage lysis
28	CCOC(=O)C1=C(C(=O)OCC)N(Cc2ccccc2)CCC1=O	0.2%
29	Cc1noc(C)c1COc1ccccc1C(=O)N(C)CC(=O)Nc1ccc(F)cc1	1.0%[50 µM]
30	O=C(CCNC(=O)c1ccc(Cl)cc1)NCC(c1ccco1)N1CCCC1 (stereo not given)	1.2%[50 µM]
31	CN(Cc1cccs1)C(=O)c1cccc(S(=O)(=O)N2CCCCCC2)c1	0.5%[50 µM]
32	CC1CN(C(=O)c2cc(-c3ccc(Cl)s3)nc3ccccc23)CC(C)O1 (stereo not given)	0.3%[50 µM]
33	CC1CCC(NC(=O)C2CC(O)CN2S(=O)(=O)c2ccc([N+](=O)[O-])cc2)CC1 (stereo not given)	0.2%[50 µM]
34	CC1(c2ccc(Cl)cc2)NC(=O)N(CC(=O)Nc2cccnc2Cl)C1=O (stereo not given)	0.1%[50 µM]
35	C[C@@H](NC(=O)Cn1ccc(NC(=O)OCc2ccccc2)nc1=O)c1cccc2ccccc12	0.9%
36	COc1ccc2c(c1)OC[C@H]1[C@H]2N2C(=O)c3ccc(F)cc3NC(=O)[C@@]2(C)[C@H]1c1ccccc1	0.4%
37	O=C(COC(=O)c1ccc2ncsc2c1)Nc1ccc(Cl)cc1	-0.3%
38	Cc1ccc(C2(C)NC(=O)N(CC(=O)Nc3ccccc3C(=O)N3CCCCC3)C2=O)cc1 (stereo not given)	0.9%[50 µM]
39	CC(C)Cc1nnc(NC(=O)C2CCN(C(=O)c3ccc(F)cc3)CC2)s1	1.4%[50 µM]
40	Cc1ccc(S(=O)(=O)NCC(c2ccc3c(c2)OCO3)N2CCN(c3ccccc3)CC2)cc1 (stereo not given)	0.7%[50 µM]

Later entries:
item	compound	UTI89 phage lysis
41	O=C1CC(=O)N2CCSC2=N1	13.8%
42	Cc1ccc(C(=O)NCC(=O)Nc2cc(C)ccn2)cc1	1.3%[50 µM]
43	COc1ccc(-c2cc(C(=O)Nc3cc(S(N)(=O)=O)ccc3C)c3ccccc3n2)cc1OC	0.7%
44	CCOc1ccc(S(=O)(=O)NCc2cccnc2)cc1NC(=O)c1ccccc1	5.6%
45	COc1cc(NC(=O)[C@@H]2CCCN2S(=O)(=O)c2cccc3cccnc23)cc(OC)c1OC	0.3%
46	CC(NC(=O)COC(=O)Cc1ccc(Cl)cc1)c1ccccc1 (stereo not given)	-3.0%
47	CN(Cc1ccccc1)Cc1ccccc1C(O)c1ccccc1 (stereo not given)	3.8%
48	CC(=O)c1c(C)[nH]c(C(=O)COC(=O)COc2ccccc2F)c1C	-0.3%
49	Cc1cc(C(=O)NCc2ccco2)sc1C	1.0%[50 µM]
50	CC(C)CC1(C)NC(=O)N(CC(=O)N2C(C)CCCC2C)C1=O (stereo not given)	0.8%[50 µM]

(continued)
item	compound	UTI89 phage lysis
51	Cn1c(=O)[nH]c(=O)c2c1nc(N1CCCCC1)n2CCSc1ncccn1	3.5%
52	CC(C)Cc1nnc(NC(=O)CN2C(=O)NC3(CC(C)CC(C)(C)C3)C2=O)s1 (stereo not given)	-0.6%[50 µM]
53	CC(C(c1ccc2c(c1)OCO2)c1c(N)n(C)c(=O)n(C)c1=O)[N+](=O)[O-] (stereo not given)	1.9%
54	CN(C)S(=O)(=O)c1cccc(NC(=O)c2ccc(NS(=O)(=O)c3cccs3)cc2)c1	-0.1%[50 µM]
55	CC(C)(C)NC(=O)NC(=O)CSc1ccc(S(=O)(=O)N2CCCCC2)cn1	-0.8%
56	CC(C)N(Cc1ccccc1)C(=O)COC(=O)c1c(F)cccc1F	-1.2%
57	CC(C)Oc1ccc(Cl)cc1Nc1nc(NCCO)nc(N2CCCC2)n1	-0.9%
58	CC(C)(CO)Cc1cc(C(C)(C)C)c(O)c(C(C)(C)C)c1	-0.1%
59	CNC[C@@H]1Oc2ccc(NS(=O)(=O)c3ccc(Cl)cc3)cc2C(=O)N([C@H](C)CO)C[C@@H]1C	1.5%
60	CCCN(C(=O)C1=COCCO1)c1c(N)n(Cc2ccccc2)c(=O)[nH]c1=O	1.0%[50 µM]

Another view of some results above:
#6 COc1ccc(NC(=O)N(C)C[C@H]2Oc3c(NC(=O)Cc4ccccc4)cccc3C(=O)N([C@H](C)CO)C[C@@H]2C)cc1
  UTI89 phage lysis: -0.3%
#7 Cc1ccc(OCC(=O)N(Cc2ccco2)c2c(N)n(Cc3ccccc3)c(=O)[nH]c2=O)cc1C
  UTI89 phage lysis: 0.5%[50 µM]
#8 O=[N+]([O-])c1ccc(C=NNC(=S)Nc2ccc(F)cc2)cc1
  UTI89 phage lysis: -2.5%
#9 O=C(CC1OC(=O)c2ccccc21)NNC(=O)c1ccc(F)cc1 (stereo not given)
  UTI89 phage lysis: 0.5%[50 µM]

No new results follow: 7 of the compounds above.
item	compound	UTI89 phage lysis
54	CN(C)S(=O)(=O)c1cccc(NC(=O)c2ccc(NS(=O)(=O)c3cccs3)cc2)c1	-0.1%[50 µM]
55	CC(C)(C)NC(=O)NC(=O)CSc1ccc(S(=O)(=O)N2CCCCC2)cn1	-0.8%
56	CC(C)N(Cc1ccccc1)C(=O)COC(=O)c1c(F)cccc1F	-1.2%
57	CC(C)Oc1ccc(Cl)cc1Nc1nc(NCCO)nc(N2CCCC2)n1	-0.9%
58	CC(C)(CO)Cc1cc(C(C)(C)C)c(O)c(C(C)(C)C)c1	-0.1%
59	CNC[C@@H]1Oc2ccc(NS(=O)(=O)c3ccc(Cl)cc3)cc2C(=O)N([C@H](C)CO)C[C@@H]1C	1.5%
60	CCCN(C(=O)C1=COCCO1)c1c(N)n(Cc2ccccc2)c(=O)[nH]c1=O	1.0%[50 µM]

Remaining list, next part:
item	compound	UTI89 phage lysis
61	C=CCN1C(=O)c2ccc(C(=O)NCC(=O)Nc3c(C)cc(C)cc3C)cc2C1=O	0.8%[50 µM]
62	CSc1ncnc2c1ccn2CC(=O)Nc1ccc(C)c(C)c1	0.9%
63	O=C1C=C(c2ccccc2)C(c2ccccc2)C1 (stereo not given)	0.0%
64	COc1ccccc1CCC(=O)OC(C)C(=O)Nc1c(C)n(C)n(-c2ccccc2)c1=O (stereo not given)	1.2%[50 µM]
65	Cc1csc(SCC(=O)NC2CCC(C)CC2)n1 (stereo not given)	0.3%[50 µM]
66	CCCCN(C(=O)c1ccc([N+](=O)[O-])s1)c1c(N)n(CCCC)c(=O)[nH]c1=O	-1.7%[50 µM]
67	CC1CCN(S(=O)(=O)c2ccc(NC(=O)CCNC(=O)c3ccc(Cl)cc3)cc2)CC1	1.1%[50 µM]
68	CC1CCCC(C)N1C(=O)COC(=O)c1ccccc1O (stereo not given)	-3.6%
69	Cc1cn(CC(=O)N2CCN(c3ccccn3)CC2)c(=O)[nH]c1=O	0.3%
70	Cc1ccc(S(=O)(=O)c2nc(Cc3ccccc3)oc2N2CCOCC2)cc1	-0.1%

The listing continues:
item	compound	UTI89 phage lysis
71	O=C(CN1C(=O)C(=O)N(Cc2ccccc2)C1=O)c1ccc[nH]1	1.4%[50 µM]
72	CC(OC(=O)c1cccs1)C(=O)NC1CCCCC1C (stereo not given)	0.0%[50 µM]
73	O=C(Nc1ccc(Cl)c(Cl)c1)C1CCN(C(=O)c2ccco2)CC1	0.8%[50 µM]
74	N#CC1(NC(=O)CN2C(=O)NC(Cc3c[nH]c4ccccc34)C2=O)CCCCC1 (stereo not given)	-0.6%
75	CCC(C)Sc1cc(-c2nc3ccc(C)cn3c2NCc2ccccc2)ccc1OC (stereo not given)	0.6%
76	CCOC(=O)C1=C(COC(=O)/C=C/c2ccc(OC)c(OC)c2)NC(=O)NC1C (stereo not given)	0.3%[50 µM]
77	O=C(NCC1CCCN1S(=O)(=O)c1cccs1)c1ccc(F)cc1 (stereo not given)	1.1%[50 µM]
78	COc1ccc(S(=O)(=O)Nc2ccc3c(c2)C(=O)N([C@H](C)CO)C[C@H](C)[C@@H](CN(C)S(=O)(=O)c2ccc(OC)cc2)O3)cc1	0.3%
79	O=C(COc1coc(CN2CCCc3ccccc32)cc1=O)Nc1ccccc1	1.6%[50 µM]
80	Cc1cc(N)ccc1-n1nc2ccccc2n1	0.3%

Next part:
item	compound	UTI89 phage lysis
81	CC(=O)NCCc1ccc(C(=O)CSc2nnc(C3CC3)n2C2CC2)cc1	0.2%[50 µM]
82	O=C1N[C@@H](Cc2ccccc2)COC(=O)[C@H](Cc2ccc(F)cc2)CC/C=C/C[C@H]1CC(=O)N(CCO)Cc1ccccc1	0.8%
83	Cc1ccc(OCCC(=O)Nc2ccc(S(=O)(=O)Nc3nccs3)cc2)cc1	1.9%[50 µM]
84	Cn1c(N)c(C(=O)COC(=O)/C=C/c2ccc(F)cc2)c(=O)n(C)c1=O	1.1%[50 µM]
85	COc1ccccc1NS(=O)(=O)c1cccc(C(=O)OCC(=O)NC2CC2)c1	1.5%[50 µM]
86	CN(C(=O)COC(=O)c1cccc(S(=O)(=O)N2CCOCC2)c1)C1CCS(=O)(=O)C1 (stereo not given)	1.0%[50 µM]
87	COc1ccc(Cl)cc1NC(=O)CN(C)C(=O)c1cc(-c2ccncc2)nc2ccccc12	-0.1%[50 µM]
88	Cc1ccc(NC(=O)CN2C(=O)NC3(CCCCCCC3)C2=O)cc1C	0.1%[50 µM]

Screening data as filed in PubChem.
